PLC-beta3 inh: inhibitors of human phospholipase C beta3; Q01970; Purified PLC-beta3, fluorogenic substrate, fluorescence; inhibition, % at 12.2 µM; 370,000 compounds, 0.18% hits; in the data active = inhibition above about 11%;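 note: 0% = median of compound wells on plate and 100% = full blocker control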
ARFGAP1 inhibitor: inhibits rat ARF GTPase activating protein 1 | Arfgap1-stimulated ARF1 GTP hydrolysis, GDP FP detection | inhibition, % at 16.5 µM | 360,000 compounds, 0.26% hits;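 active = inhibition above a per-plate limit, mean inhibition of low control wells plus 3 SD, cut at about 25% in these data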;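 note: 0% = DMSO wells with enzyme and 100% = wells lacking Arfgap1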
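material = rat Arfgap1 catalytic domain, aa 1-136 | also added = human ARF1(Δ1-17)-GTP substrate | compound dosing = one concentration, 16.5 µM, DMSO 1.26% | times = GTP hydrolysis reaction 2 h at 25 °C | measured by = FP, GDP Alexa 633 tracer displaced from anti-GDP antibody, 620/688 nm | evaluation = percent inhibition of Arfgap1-stimulated GTP hydrolysis | replication = single well per compound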
ASAP1 inh: inhibitors of human ASAP1 ArfGAP activity; inhibition, % at 16.5 µM; Q9ULH1; 360,000 compounds, 0.19% hits; ASAP1-stimulated ARF1 GTP hydrolysis, GDP FP detection; in the data active = inhibition above about 25%;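 note: 0% = vehicle with enzyme and substrate and 100% = no enzyme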
sPLA2-III inh: Inhibits HGIII-sPLA2 liposome hydrolysis, primary screen. 370,000 compounds, 0.56% hits. AID 743126. QFRET BODIPY PC-A2 liposome hydrolysis, fluorescence. inhibition, % at 12.2 µM;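 active = inhibition above mean plus 3 SD of compounds lying within the high and low control bounds, cut at about 19% in these data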;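 note: 0% = median of test compound wells and 100% = no enzyme DMSO wells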
Target sequence (Q9NZ20 whole entry, looked up): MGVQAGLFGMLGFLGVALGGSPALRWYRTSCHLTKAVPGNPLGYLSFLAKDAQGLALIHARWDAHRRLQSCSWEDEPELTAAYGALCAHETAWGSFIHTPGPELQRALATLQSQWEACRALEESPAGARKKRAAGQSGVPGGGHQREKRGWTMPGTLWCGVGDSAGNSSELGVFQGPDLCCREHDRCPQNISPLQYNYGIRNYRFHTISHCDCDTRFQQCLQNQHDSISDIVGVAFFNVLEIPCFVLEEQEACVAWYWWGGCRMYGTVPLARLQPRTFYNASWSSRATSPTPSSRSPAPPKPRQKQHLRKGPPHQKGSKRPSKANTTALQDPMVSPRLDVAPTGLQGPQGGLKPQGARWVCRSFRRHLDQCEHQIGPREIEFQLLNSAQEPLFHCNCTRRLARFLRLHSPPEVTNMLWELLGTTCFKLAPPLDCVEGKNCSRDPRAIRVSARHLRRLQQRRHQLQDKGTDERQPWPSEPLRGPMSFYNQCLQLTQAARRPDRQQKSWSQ
Tn6 DDE FP: DD(E)-Tn6 binding inhibition, primary FP screen | inhibition, % at 8.3 µM | AID 720509 | 370,000 compounds, 0.21% hits | P02675 | Fibrin DD(E) TRITC-Tn6 fluorescence polarization displacement;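 active = inhibition above a per-campaign cutoff: mean of compounds within control limits plus 3 SD, cut at about 15% in these data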;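 note: 0% = median of all compound wells on the plate and 100% = blocking peptide control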
Target sequence (P02675 whole entry, looked up): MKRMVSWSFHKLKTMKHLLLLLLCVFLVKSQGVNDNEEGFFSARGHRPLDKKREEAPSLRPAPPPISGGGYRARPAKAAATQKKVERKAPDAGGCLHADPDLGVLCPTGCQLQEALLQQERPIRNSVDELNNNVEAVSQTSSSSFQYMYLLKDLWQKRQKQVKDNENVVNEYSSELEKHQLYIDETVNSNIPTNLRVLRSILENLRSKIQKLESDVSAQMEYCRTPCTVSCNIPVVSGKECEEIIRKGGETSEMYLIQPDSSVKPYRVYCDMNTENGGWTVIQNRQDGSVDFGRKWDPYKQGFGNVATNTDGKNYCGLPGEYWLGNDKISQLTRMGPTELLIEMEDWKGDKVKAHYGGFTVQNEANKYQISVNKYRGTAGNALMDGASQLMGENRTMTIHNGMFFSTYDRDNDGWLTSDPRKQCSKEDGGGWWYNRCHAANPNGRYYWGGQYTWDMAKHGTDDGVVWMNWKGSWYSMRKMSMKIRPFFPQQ
UHRF1 MBD2 ctr: human UHRF1 methylated DNA binding inhibitors. UHRF1 binding to methylated oligo, TR-FRET. inhibition, % at 4.4 µM. 370,000 compounds, 0.75% hits. AID 687016; in the data active = inhibition above about 21%;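 note: UHRF1 SRA domain binding a hemimethylated CpG hairpin DNA probe; 0% = median of test compound wells and 100% = reference inhibitor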
PLCg1 inh: inhibitors of human phospholipase C gamma1. P19174. 370,000 compounds, 0.84% hits. AID 720700. purified PLC-gamma1, fluorogenic substrate, fluorescence. inhibition, % at 12.2 µM; in the data active = inhibition above about 9.5%
NR1D1 modulator: modulates human Rev-erb alpha binding to DNA; 370,000 compounds, 0.79% hits; activity, % at 10 µM; Rev-erbα–FITC-DNA binding, fluorescence polarization, 90 min; P20393; AID 1259318;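 active = activity above about 14%, limit read from the data; passing the limit was not always enough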;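 note: 0% = DMSO wells with 35 nM protein and 100% = DMSO wells with 750 nM protein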
DDE Tn7 FP inh: disrupts Tn7 cyclic peptide binding to fibrin D-Dimer-E complex | P02675 | FP displacement of FITC-Tn7 peptide from fibrin DD(E); 0% = median of compound wells per plate | inhibition, % at 8.3 µM | 370,000 compounds, 0.13% hits | AID 720508;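 active = inhibition above the mean of compounds falling within the control limits plus 3 SD of them, cut at about 14% in these data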;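 note: 0% = plate median of compound wells and 100% = 10 µM Aha-Tn7 peptide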
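System: human fibrin DD(E); quantity: Fibrin-DD(E) at 2 µM final; also added: fluorescent Tn7 probe at 0.1 µM; compound dosing: single nominal test concentration of 8.3 µM per compound; schedule: 10 min preincubation, 3 h with tracer, room temperature; detection: fluorescence polarization of the labelled Tn7 tracer; repeats: one replicate per compound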
proKLK7 act: proKLK7 (human) activation, primary screen; 370,000 compounds, 0.9% hits; purified proKLK7, EDANS-DABCYL substrate fluorescence; 100% is mature enzyme control, 0% vehicle; activation, % at 7 µM;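 active = activation above the mean of all tested compounds plus 3 SD, computed per campaign excluding outliers beyond control limits, cut at about 13% in these data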
Numbers without * were called inactive; i = inactive.

SMILES	PLC-beta3 inh	ARFGAP1 inhibitor	ASAP1 inh	sPLA2-III inh	Tn6 DDE FP	UHRF1 MBD2 ctr	PLCg1 inh	NR1D1 modulator	DDE Tn7 FP inh	proKLK7 act
CN(CC(=O)OCC(=O)NC(=O)c1cccn1C)S(=O)(=O)c1ccc(Cl)cc1	-10	-1	-8	1	3	0	-5	4	-2	-0.3
C=CCNC(=O)CNS(=O)(=O)c1ccc(F)cc1	3	23	10	20*	-4	6	-1	0	7	-0.3
Cn1c(Cc2ccccc2)nnc1SCC(=O)Nc1cccc(S(=O)(=O)NC2=NCCCCC2)c1	-3	-11	-2	-2	6	1	0	-2	1	-0.2
O=C(COC(=O)c1n[nH]c2ccccc12)NC(=O)NC1CCCC1	3	-15	13	-25	2	1	-3	3	6	-0.2
O=C1NC2(CCCCCCC2)C(=O)N1Cc1ccc(F)cc1	-6	4	5	0	1	1	-1	0	1	0.6
CCCCCCCCn1c2c(c(=N)c3ccccc31)CCC2	-4	0	-17	13	4	-9	1	0	7	0.7
CCOc1ccc(N(CC(=O)NCCSCc2ccco2)S(=O)(=O)c2ccc(F)cc2)cc1	-2	9	2	-2	-9	2	1	0	-3	0.1
C/C(=N\NC(=O)c1cc(Cl)ccc1O)c1ccc(Br)s1	-2	9	-7	3	6	0	-3	-3	-2	-0.8
O=C(Nc1ccc2c(c1)OCCO2)C(c1ccncc1)n1c(=O)c(-c2ccco2)nc2ccccc21 (stereo unspecified)	-63	2	-11	-8	4	8	-52	8	-2	0.9
COc1cc(NCCCNC(C)C)c2nccc(C)c2c1	-48	-5	-12	2	-1	-3	-32	2	1	0.9
C=C(C)Cn1c2ccc(NC(=O)NCCc3cccs3)cc2c(=O)n1C	i	6	-6	9	2	-3	i	1	-3	26*
CC(C)n1c(SCC(=O)Nc2ccccc2N2CCOCC2)nc2c1c(=O)n(C)c(=O)n2C	-3	16	-1	10	-4	8	5	-2	2	0.8
C=CCc1cc(C(=O)N2CCCCC2)ccc1O	-4	2	10	-6	-2	-2	-5	2	4	-0.4
COc1ccc(N(Cc2cc(=O)[nH]c3ccccc23)C(C)=O)cc1	-6	-10	4	1	8	-1	2	5	-4	-0.6
Cc1ccc(C(=O)N2CCN(S(=O)(=O)c3ccc(C)c([N+](=O)[O-])c3)C2)cc1	7	-12	16	-3	0	3	10*	3	-9	-0.1
Cc1ccc(Nc2nc(-c3c(C)n(C)n(-c4ccccc4)c3=O)c(C)s2)cc1	2	4	-1	-3	-7	1	1	6	0	0.4
C=CCNC(=O)c1ccccc1NC(=O)C1COc2ccccc2O1 (stereo unspecified)	3	-8	-10	-1	9	-4	0	2	-5	0.4
Cc1ccc(C(C)C)c(OCC(=O)OCc2c(C)noc2C)c1	5	-6	8	-4	0	1	1	5	-1	0.1
Cc1cccc(NC(=S)NCCc2ccc(S(N)(=O)=O)cc2)c1C	4	-2	-2	13	9	2	2	-2	4	-0.3
COc1ccc(C(C)=O)cc1COC(=O)Cc1n[nH]c(=O)c2ccccc12	-1	0	-9	-5	4	0	1	-3	4	-0.1
CCOC(=O)Cc1csc(NC(=O)c2ccc(S(=O)(=O)N3CCCC3)cc2)n1	2	1	-2	-6	4	0	-1	2	5	0.1
CC1CCN(c2ccccc2NC(=O)c2cc3ccccc3o2)CC1	-3	5	-2	-1	-6	3	2	4	-3	0.3
N#CCN(C(=O)COC(=O)CCCNC(=O)c1ccc(Cl)cc1)c1ccccc1	-4	2	0	0	-7	50*	0	0	1	0.5
O=C(N/N=C/c1ccco1)c1ccc(C(=O)N/N=C/c2ccco2)o1	-35	6	3	8	-6	38*	-34	-11	3	0.7
COC(=O)c1cc2c(c3c4cc(OC)ccc4n(S(=O)(=O)c4cccc(C)c4)c13)C(=O)N(Cc1ccc(C(F)(F)F)cc1)C2	-9	2	-9	-1	-4	-2	-11	18*	8	0.7
CN(C)C1=NCCN1CCCC1CCCC1	3	16	-1	4	6	-3	0	-4	-3	0.9
CNC(C)C#Cc1c(-c2cc(OC)c(OC)c(OC)c2)noc1C (stereo unspecified)	-6	-10	7	-3	-1	16	-7	-7	-6	-0.1
CCCn1c(SCC(=O)NC(C)(C)C)nnc1C(C)C	3	13	-2	3	1	1	3	2	2	-0.1
Cc1cccc(NCc2ccccc2O)c1C	1	-11	0	-2	3	-5	2	1	-2	0.1
O=C(/C=C/c1ccc(S(=O)(=O)N2CCOCC2)cc1)N1CCCCC1	-2	-8	-1	1	8	0	3	5	-4	-0.2
COc1ccccc1OCC(=O)Nc1ccc(O)cc1C(=O)O	-18	-9	1	2	1	1	-14	-6	5	-0.5
O=C(C[C@H]1C[C@@H]2c3cc(NC(=O)Nc4ccccc4)ccc3O[C@@H]2[C@@H](CO)O1)NCC1CC1	2	-1	-11	-5	-9	4	2	-2	6	0.9
O=C(CC(C(=O)O)c1ccc(Cl)cc1)c1ccc(Cl)c(Cl)c1 (stereo unspecified)	-7	-14	1	-15	-2	0	0	-2	2	-0.6
Cn1cc(C(c2ccccn2)c2cn(C)c3ccccc23)c2ccccc21	-4	10	-3	-1	-5	0	0	4	1	-0.5
O=C(NCc1n[nH]c(=S)n1-c1ccc([N+](=O)[O-])cc1)c1ccc(S(=O)(=O)N2CCOCC2)cc1	5	-6	10	7	2	-3	3	0	-6	-0.4
COC(=O)c1ccc(C2c3c(oc4ccc(Cl)cc4c3=O)C(=O)N2CCN2CCOCC2)cc1 (stereo unspecified)	-58	14	-1	0	2	-1	-36	-3	5	0.2
CCOC(=O)C1(CCOC)CCN(Cc2ccc(C3CCCCO3)s2)CC1 (stereo unspecified)	-7	9	5	-4	-3	2	1	-1	-3	-0.7
COC(=O)C1(C(F)(F)F)N=C(N(C)C)OC(N(C)C)=N1	-1	-8	8	-3	5	1	1	0	2	-0.5
Cc1cc(C)cc(NC(=O)COc2coc(CN3CCc4ccccc43)cc2=O)c1	-5	16	-1	-24	4	1	-3	0	-13	0.0
CCOC(=O)CNC(=O)C1CCC(CNS(=O)(=O)c2cccc3nsnc23)CC1 (stereo unspecified)	-5	-3	-11	-2	4	-2	1	-3	8	0.6

Four compounds already listed, ordered by the number in PLCg1 inh, low to high:
canonical_smiles | PLC-beta3 inh | ARFGAP1 inhibitor | ASAP1 inh | sPLA2-III inh | Tn6 DDE FP | UHRF1 MBD2 ctr | PLCg1 inh | NR1D1 modulator | DDE Tn7 FP inh | proKLK7 act
CN(C)C1=NCCN1CCCC1CCCC1 | 3 | 16 | -1 | 4 | 6 | -3 | 0 | -4 | -3 | 0.9
CCCCCCCCn1c2c(c(=N)c3ccccc31)CCC2 | -4 | 0 | -17 | 13 | 4 | -9 | 1 | 0 | 7 | 0.7
CCCn1c(SCC(=O)NC(C)(C)C)nnc1C(C)C | 3 | 13 | -2 | 3 | 1 | 1 | 3 | 2 | 2 | -0.1
Cc1ccc(C(=O)N2CCN(S(=O)(=O)c3ccc(C)c([N+](=O)[O-])c3)C2)cc1 | 7 | -12 | 16 | -3 | 0 | 3 | 10* | 3 | -9 | -0.1

Remaining list, next part.
SMILES	PLC-beta3 inh	ARFGAP1 inhibitor	ASAP1 inh	sPLA2-III inh	Tn6 DDE FP	UHRF1 MBD2 ctr	PLCg1 inh	NR1D1 modulator	DDE Tn7 FP inh	proKLK7 act
CCOC(=O)Cc1csc(NC(=O)COc2ccc(N(C)S(=O)(=O)c3ccc(C)cc3)cc2)n1	-1	5	15	-22	-4	3	1	8	2	0.8
Cc1ccc(S(=O)(=O)Nc2cccc3c2O[C@H](CN(C)Cc2ccc(-c4ccccc4)cc2)[C@@H](C)CN([C@H](C)CO)C3=O)cc1	2	6	0	-34	2	1	1	6	4	0.6
O=C(CSc1cccc[n+]1[O-])c1ccc(-c2ccccc2)cc1	0	-1	-9	-29	4	4	1	3	-10	-0.3
NC(=O)c1ccc(NC(=O)c2cccc(Oc3ccccc3)c2)cc1	0	3	-3	7	-3	4	1	2	2	0.6
O=C(CSc1ccc(-c2ccc(F)cc2)nn1)Nc1ccc2c(c1)OCCO2	2	10	9	-11	-4	1	6	-6	-4	-0.4
O=C(Nc1ccccn1)C1CCN(c2ncnc3c2nc2n3CCCCC2)CC1	-5	-13	-5	-3	2	-3	-1	-2	0	0.2
CCCCc1cc(=O)oc2cc(C)cc(OCC(=O)NCc3cccnc3)c12	-177	-2	-15	1	3	-4	-131	-4	5	4.0
COc1ccc(N2CCN(S(=O)(=O)CCNC(=O)Cc3ccc([N+](=O)[O-])cc3)CC2)cc1	-8	-6	6	4	3	0	2	2	-1	0.5
O=C(CSc1nc2ccccc2[nH]1)Nc1cccc(S(=O)(=O)N2CCOCC2)c1	-7	13	10	-17	1	0	4	6	-10	-0.2
O=C(NNc1ccnc2cc(Cl)ccc12)C1CCCCC1	-8	9	2	1	8	1	0	-7	2	-0.1
NC(=O)c1cccc(CC(=O)c2ccccc2)c1	-13	7	-12	-22	-2	-2	-2	4	6	0.1
Cc1ccc(Cl)cc1-c1cc(C(=O)NCc2ccco2)[nH]n1	2	6	10	-8	-5	-1	-1	-1	-4	-0.9
COc1cc(CCC(=O)OCC(=O)Nc2ccc(C)cc2Br)cc(OC)c1OC	-2	7	-1	-2	4	0	-1	-3	-5	0.5
COc1cc(S(=O)(=O)N2CCN(C)CC2)ccc1Cl	0	2	-12	1	5	0	0	-1	0	-0.4
COc1ccc(CCNc2nnc(Sc3nnnn3-c3ccccc3)s2)cc1OC	-1	2	-6	-11	-7	-3	7	5	-1	0.3
COc1ccc(CCNC(=S)NCc2cccs2)cc1OC	-7	7	12	12	-11	2	5	0	-1	-0.1
CC(=O)OCC1OC(n2ncc(=O)n(Cc3ccccc3)c2=O)C(OC(C)=O)C1OC(C)=O (stereo unspecified)	1	13	-4	-3	1	1	0	-4	-2	-0.3
Cn1c(-c2sc(=S)n(-c3ccccc3)c2N)nc2ccccc21	-5	-2	2	2	-4	0	-3	-6	-3	-1.1
O=C(Nc1cccc(C(=O)N2CCOCC2)c1)c1ccccc1	2	6	-5	1	-5	2	-2	1	0	-0.3
COC(=O)Cc1ccc(NC(=S)N2CCCC(C)C2)cc1 (stereo unspecified)	-1	-3	7	8	6	2	-2	8	-2	0.6
O=C(Cn1cnc2ccccc2c1=O)Nc1ccc2c(c1)OCO2	1	12	-9	2	6	1	3	0	4	-0.1
CCCN(C(=O)CN1C(=O)NC2(CCCCCC2)C1=O)C1CCS(=O)(=O)C1 (stereo unspecified)	-3	-7	0	3	0	2	1	6	-8	0.1
O=C(Nc1ccc(CN2CCOCC2)cc1)c1ccc(-c2cc(Cl)ccc2Cl)o1	-30	37*	13	-16	-1	-1	-18	-1	2	-6.5
COC(=O)c1cc2c(C)nn(-c3ccccc3)c2s1	-10	0	5	10	2	1	-5	1	-3	-2.4
COC(=O)c1ccc2nc(-c3ccc(S(C)(=O)=O)cc3)cn2c1	-94	-8	-4	3	-3	0	-59	-2	2	6.5

Source: PubChem
